HTR2A ag: activates the mouse 5-HT2A serotonin receptor. CHO-K1 mHTR2A beta-arrestin complementation, luminescence; percent of 30 µM serotonin response. 360,000 compounds, 0.66% hits. AID 624169. activation, % at 7.6 µM;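 active = activation above a run cutoff, the mean activation of all tested compounds plus 3 SD, cut at about 14% in these data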;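 also: 0% = plate median of compound wells and 100% = 30 µM serotonin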
aDG glyco up: increases alpha dystroglycan glycosylation; Pro5-aDG cells, alpha-DG glycosylation AlphaScreen (IIH6); 0% Pro5, 100% B10-LARGE cell signal; activation, % at 10 µM; 360,000 compounds, 0.22% hits;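 active = activation of at least 8% versus controls, or a plate z-score of at least 8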;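 also: Pro5 are CHO cells carrying HIG-tagged alpha-DG that lacks glycosylation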
PDI turbidity: inhibitors of human protein disulfide isomerase | P07237 | PDI insulin aggregation turbidity, A650, 90 min | 350,000 compounds, 0.052% hits | inhibition, % at 10 µM;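 active = mean inhibition across replicates of 30% or more, whatever share of single replicates reach that level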;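 also: absorbance from insulin aggregation driven by PDI reduction with DTT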
H9c2 protect: modulators protecting cardiomyocytes from myocardial damage. H9c2 cardiomyocytes, H2O2 injury protection, ATPLite, 2 h. protection from H2O2 cell death, % at 20 µM. 360,000 compounds, 0.63% hits. AID 588492;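 active = compounds giving at least 50% protection of heart cells from peroxide-induced death in the single-dose screen, raw or plate-pattern-corrected value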;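 also: 0% = DMSO wells with peroxide and 100% = DMSO wells without peroxide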
ABCB6 inh MLPCN: blocks the human ABCB6 transporter | AID 602162 | 360,000 compounds, 0.19% hits | K562-ABCB6 porphyrin accumulation, flow cytometry, 1 h; active compounds read low | fluorescence ratio to DMSO, % at 10 µM;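 active = fluorescence ratio to DMSO below 75%, the collection mean minus 3 SD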;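 also: signal is porphyrin accumulated inside mitochondria; 100% equals median channel fluorescence of DMSO control wells; lower ratio means ABCB6 inhibition with less porphyrin fluorescence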
Target sequence (Q9NP58 whole entry, looked up): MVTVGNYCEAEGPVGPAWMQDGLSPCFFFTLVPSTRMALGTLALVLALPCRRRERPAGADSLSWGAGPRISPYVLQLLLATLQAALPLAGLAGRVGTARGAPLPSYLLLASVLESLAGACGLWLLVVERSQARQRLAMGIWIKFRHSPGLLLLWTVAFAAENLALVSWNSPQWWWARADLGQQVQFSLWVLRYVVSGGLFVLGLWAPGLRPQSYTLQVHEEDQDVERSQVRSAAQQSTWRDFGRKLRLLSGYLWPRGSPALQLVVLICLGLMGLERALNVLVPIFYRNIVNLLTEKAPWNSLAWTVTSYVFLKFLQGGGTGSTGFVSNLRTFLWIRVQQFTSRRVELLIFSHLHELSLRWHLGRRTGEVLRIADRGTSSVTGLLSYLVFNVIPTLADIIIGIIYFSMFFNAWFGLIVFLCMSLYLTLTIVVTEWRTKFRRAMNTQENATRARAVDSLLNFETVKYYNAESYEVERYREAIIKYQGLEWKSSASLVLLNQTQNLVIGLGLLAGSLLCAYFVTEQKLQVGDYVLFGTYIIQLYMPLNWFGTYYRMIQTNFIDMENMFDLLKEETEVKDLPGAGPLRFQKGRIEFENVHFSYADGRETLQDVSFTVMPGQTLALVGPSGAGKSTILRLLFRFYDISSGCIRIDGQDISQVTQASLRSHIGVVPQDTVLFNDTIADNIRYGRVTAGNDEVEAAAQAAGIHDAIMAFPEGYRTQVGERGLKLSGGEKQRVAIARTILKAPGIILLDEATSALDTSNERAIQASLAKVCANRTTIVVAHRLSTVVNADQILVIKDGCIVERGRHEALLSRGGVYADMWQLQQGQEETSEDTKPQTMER
Vif imaging: blocks HIV Vif function; AID 602346; 340,000 compounds, 0.35% hits; inhibition, % at 7.49 µM; HEK293T cells, Vif self-association by quenched fluorescence, imaging, 24 h; in the data active = inhibition above about 50%, passing the limit was not always enough; also: some results filed as inactive read as strong as hits
N-glyco inh: blocks N-linked glycosylation in D54 reporter cells; D54 ERlucT glycosylation luciferase reporter, 24 h; percent of 100 nM tunicamycin response; AID 588692; reporter increase, % at 12.5 µM; 360,000 compounds, 0.23% hits;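 active = mean luciferase reporter signal, scaled so untreated is 0 and the glycosylation-blocking control 100, at or above a set limit in every replicate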;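 also: luciferase carries N-glycosylation sites so blocking glycosylation raises the light; 0% = median of neutral control wells and 100% = median of 100 nM tunicamycin wells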
iPSC survival up: hiPSC single-cell survival enhancement | survival enhancement, % at 20 µM | ATPlite luminescence; 100% = ROCK inhibitor wells, 0% = DMSO | 360,000 compounds, 0.044% hits | AID 602274; in the data active = survival enhancement above about 18%;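 also: cells exposed to compounds for 16 hours before the ATP read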
Exocytosis inh: blocks lytic granule exocytosis. AID 651702. TALL-104 LAMP-1 surface exposure, flow cytometry; cells stimulated with thapsigargin and PMA. 360,000 compounds, 0.66% hits. inhibition, % at 10 µM;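 active = inhibition above about 55%, limit read from the data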
CaV13 ICDI inh: Primary screen for inhibitors of IQ motif and Ca2+-dependent inactivation inhibitor domain binding in CACNA1D, Förster resonance energy transfer in living cells, …; HEK cells, CFP/YFP FRET ICDI-IQ, plate reader, 10 min; percent FRET-ratio fall versus neutral wells; inhibition, % at 12.3 µM; 340,000 compounds, 0.098% hits; AID 743397;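 active = mean replicate inhibition of at least 30% and at least 1% of replicates passing that level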;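 also: 0% = median of the neutral control wells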
* hit, by the source's call; . = no result given.

SMILES | HTR2A ag | aDG glyco up | PDI turbidity | H9c2 protect | ABCB6 inh MLPCN | Vif imaging | N-glyco inh | iPSC survival up | Exocytosis inh | CaV13 ICDI inh
CC1=CCC2C(=O)N(c3cccc(C(=O)Nc4ccccc4Cl)c3)C(=O)C2C1 (stereo not given) | -3.8 | -0.2 | 4.4 | 5.1 | 99.0 | -0.9 | 5.8 | -0.5 | -0.5 | -5.3
Cc1cccc(N2CC(O)(c3cccs3)[N+]3=C2CCCCC3)c1 (stereo not given) | -2.3 | -0.1 | 2.9 | -7.8 | 93.0 | -3.1 | 1.4 | -0.6 | -2.3 | -19.1
O=S(=O)(Cc1ccccc1)Nc1ccc(S(=O)(=O)NCC2CCCO2)cc1 (stereo not given) | -2.1 | 0.0 | -2.6 | 5.0 | 83.0 | . | -1.1 | 0.2 | -0.5 | .
Nc1nnc(SCC(=O)c2ccc([N+](=O)[O-])cc2)s1 | -0.7 | -0.1 | 0.8 | -7.5 | 97.0 | -6.3 | 1.9 | -0.4 | 0.3 | -2.5
O=C(Cn1cnc2ccccc2c1=O)Nc1ccc(N2CCOCC2)cc1 | -1.3 | -0.3 | 4.4 | 0.2 | 102.0 | 9.2 | 0.2 | 0.0 | -5.1 | -1.4
O=C(CN1CCN(Cc2ccc3c(c2)OCO3)CC1)N1CCc2[nH]c3ccc(F)cc3c2C1 | -5.2 | 0.1 | 2.4 | -5.5 | 95.0 | -22.8 | -4.0 | -0.8 | 25.1 | -5.4
COc1ccc(CC(=O)NCCc2ccc(Cl)cc2Cl)cc1 | 1.6 | -0.2 | 0.4 | 1.7 | 103.0 | 15.6 | -0.9 | 1.3 | -2.9 | -3.0
CCC(CC)c1nnc(NC(=O)C23CC4CC(CC(NC(C)=O)(C4)C2)C3)s1 | -1.4 | -0.1 | 2.6 | 9.9 | 82.0 | -27.0 | -0.4 | -0.3 | 7.6 | .
COC(=O)c1ccc(-c2ccc(CNCC(O)c3ccccc3)o2)cc1 (stereo not given) | 0.2 | 1.5 | 2.0 | -0.3 | 97.0 | 13.9 | -2.4 | 2.8 | -1.7 | -7.1
CCN1C(=O)C(F)(CC)C(=O)c2ccccc21 (stereo not given) | -1.4 | -0.1 | 6.8 | 2.4 | 105.0 | 0.0 | 2.7 | 1.7 | -0.5 | -4.4
O=C(c1cccs1)N(c1ccc(Cl)cc1)C1C=CS(=O)(=O)C1 (stereo not given) | 3.1 | 0.1 | 8.9 | 1.8 | 98.0 | 3.4 | 1.0 | -0.6 | 0.8 | -3.4
OC(CNCC1CCCCC1)COc1ccccc1 (stereo not given) | -8.1 | 0.1 | 0.5 | 0.0 | 98.0 | 21.6 | -0.7 | 1.3 | 3.6 | -3.7
Cn1cc(CN2CCc3c([nH]c4ccccc34)C2C(C)(C)C)cn1 (stereo not given) | 2.6 | -0.2 | -7.3 | 7.8 | 103.0 | 86.4* | -0.7 | 2.2 | -5.7 | -3.6
COc1ccccc1NC(=O)COC(=O)Cn1cnc2c1c(=O)n(C)c(=O)n2C | 7.8 | -0.3 | -11.7 | 6.9 | 100.0 | 4.1 | 0.2 | -0.2 | 0.0 | -5.9
Cc1cccc(C(C(=O)NCc2ccc(F)cc2)N(C(=O)c2csnn2)C2CC2)c1 (stereo not given) | 5.5 | 0.2 | 1.0 | 9.9 | 96.0 | -4.8 | 0.7 | 8.0 | 0.7 | -4.1
C/C(=N\OC(=O)c1c(-c2ccccc2Cl)noc1C)c1ccncc1 | 6.2 | 0.2 | -4.9 | -3.9 | 92.0 | -6.4 | -0.5 | -0.3 | -1.2 | -6.4
Cc1ccc(CNC(=O)c2ccc(S(=O)(=O)Nc3c(C)n(C)n(-c4ccccc4)c3=O)cc2)cc1 | 4.8 | -0.1 | 3.9 | 0.7 | 96.0 | -4.7 | -1.5 | 0.0 | 0.7 | -1.4
COc1ccc(C=NNC(=O)CCCC(=O)NN=Cc2ccc(OC)c(O)c2)cc1O | -4.5 | -0.2 | -7.7 | -4.0 | 96.0 | 9.4 | -0.8 | 0.0 | -10.3 | -9.2
CCOC(=O)N1CCC(N2C(=O)c3ccc(C(=O)Nc4ccc(F)cc4F)cc3C2=O)CC1 | -3.2 | 8.8* | . | -4.7 | 97.0 | -6.8 | 3.2 | -0.6 | -1.6 | -2.7
COc1cc2c(cc1OC)C(c1ccc(SC)cc1)CC(=O)N2 (stereo not given) | -5.5 | 0.1 | -2.2 | 5.2 | 97.0 | -0.8 | -3.0 | -0.6 | -0.9 | -21.7
Cc1cccc(C)c1NC(=O)C1(N(Cc2ccco2)C(=O)c2ccccn2)CCCC1 | -1.2 | 0.4 | -5.4 | 9.7 | 101.0 | 4.6 | 1.5 | 4.0 | 0.3 | .
COC(=O)c1ccc(NC(=O)CN2CCN(c3cccc(Cl)c3)CC2)cc1 | -9.8 | 0.0 | 1.1 | 3.8 | 104.0 | -9.1 | 1.1 | 5.0 | 2.1 | -6.6
CCc1ccc(-c2nn(Cc3ccccc3)cc2/C=C/C(=O)O)cc1 | 3.2 | 0.0 | -2.9 | 11.6 | 102.0 | -9.7 | 2.0 | 0.8 | 1.1 | .
Cc1ccc(C(=O)NCN2CCN(c3ccccc3)CC2)cc1 | -11.0 | 0.3 | -0.3 | -1.3 | 102.0 | -2.0 | -0.2 | -0.4 | 0.1 | -4.2
COc1ccccc1N1CCN(C2CCCN(C(=O)c3cc(C(C)C)on3)C2)CC1 (stereo not given) | -22.2 | 3.5 | 0.9 | -1.8 | 96.0 | -9.8 | 0.5 | -0.8 | -10.5 | -4.3
COc1ccc(/C=C2/CSC/C(=C/c3ccc(OC)c(OC)c3)C2=O)cc1OC | 4.5 | -0.6 | 13.7 | -7.8 | 97.0 | 11.8 | -20.2 | -4.5 | -4.7 | -5.3
O=C(NCCN1C(=O)S/C(=C\c2cccnc2)C1=O)c1cc(S(=O)(=O)N2CCOCC2)ccc1F | 1.9 | 0.1 | -1.2 | -2.0 | 101.0 | -5.4 | -0.9 | -0.7 | 0.7 | 5.9
Cc1nc(SCC(=O)Nc2cc(S(=O)(=O)N3CCOCC3)ccc2Cl)nc(C)c1C | 0.3 | -0.4 | -2.3 | 0.2 | 101.0 | -1.0 | 0.2 | -0.1 | -4.7 | -4.5
Cc1cc(S(=O)(=O)N(Cc2ccc3c(c2)OCO3)CC2CCCO2)ccc1-n1cnnn1 (stereo not given) | -0.5 | -0.2 | 12.1 | 4.0 | 93.0 | 10.2 | -0.2 | -2.6 | 2.9 | -1.7
Cc1nc(NC(=O)c2ccc(Cl)cc2)sc1Cc1ccc2c(c1)OCO2 | 2.7 | -0.3 | -1.3 | -13.9 | 106.0 | 1.7 | 13.7 | -0.9 | 5.3 | -5.8

Some values from the results shown:
`CCC(CC)c1nnc(NC(=O)C23CC4CC(CC(NC(C)=O)(C4)C2)C3)s1` in iPSC survival up is entered as -0.3
`COc1cc2c(cc1OC)C(c1ccc(SC)cc1)CC(=O)N2` (stereo not given) in HTR2A ag is entered as -5.5
`Cc1nc(NC(=O)c2ccc(Cl)cc2)sc1Cc1ccc2c(c1)OCO2` in HTR2A ag is entered as 2.7

Further structures
SMILES | HTR2A ag | aDG glyco up | PDI turbidity | H9c2 protect | ABCB6 inh MLPCN | Vif imaging | N-glyco inh | iPSC survival up | Exocytosis inh | CaV13 ICDI inh
CC(CNC(=O)c1ccco1)NC(=O)c1ccco1 (stereo not given) | 0.9 | 0.0 | 3.4 | -1.0 | 100.0 | 2.5 | -0.2 | -0.7 | -7.3 | -17.4
O=C(NC(=S)Nc1ccccc1O)c1cccnc1 | -6.5 | 0.2 | 3.8 | -3.4 | 105.0 | -4.6 | 1.0 | -0.4 | -2.6 | -3.5
CC(=O)c1c(C)[nH]c(C(=O)OCC(=O)NCc2ccc(Cl)cc2)c1C | -3.8 | 0.1 | -8.5 | -6.7 | 92.0 | -5.5 | 1.1 | -0.3 | -1.8 | -4.8
O=C(Cc1ccc(Cl)cc1)NCCc1cnc[nH]1 | 4.4 | -0.2 | 0.2 | 5.9 | 101.0 | -6.3 | 2.4 | 0.2 | 4.3 | -6.3
C/C(=N\Nc1ccccn1)c1ccc(S(=O)(=O)NCc2ccco2)cc1 | -2.0 | -0.2 | -27.5 | -0.3 | 92.0 | -4.4 | 2.1 | -0.4 | 1.4 | -4.7
COC(=O)c1ccc(CNC(=O)c2ccc(S(=O)(=O)N(C)c3ccccc3OC)cc2)cc1 | -6.6 | 0.0 | -7.7 | -0.3 | 96.0 | -2.1 | -2.6 | -0.4 | 0.3 | -2.4
CCOC(=O)CSc1ncc(-c2ccccc2)nn1 | -0.2 | 0.6 | -0.5 | 0.0 | 86.0 | -3.3 | 2.4 | -1.9 | 0.0 | -3.9
Cc1ccc(NC(=O)c2nc[nH]c2C(=O)NCCCNC(=O)c2[nH]cnc2C(=O)Nc2ccc(C)cc2)cc1 | 2.4 | -0.8 | -3.1 | 66.4* | 92.0 | 14.8 | 1.9 | 0.1 | 8.7 | .
Cc1nc(SCC(=O)c2ccc(F)cc2)c([N+](=O)[O-])[nH]1 | -2.2 | 0.2 | 11.1 | 8.2 | 90.0 | -9.2 | 0.8 | 5.1 | -3.7 | -4.9
CN(C(=O)CN1C(=O)NC(c2ccccc2)(c2ccccc2)C1=O)C1CCS(=O)(=O)C1 (stereo not given) | 5.0 | -0.1 | -3.6 | 8.2 | 100.0 | 17.9 | -0.7 | -0.1 | -2.9 | -2.9
Cc1ccc(-c2nnc(N3CCN(C(=O)CN4C(=O)c5ccccc5C4=O)CC3)c3ccccc23)cc1 | -3.6 | -0.1 | 0.3 | -5.6 | 91.0 | 3.1 | -3.7 | -0.9 | -0.5 | .
COc1ccc(N2CC(O)=C(c3nc(-c4ccc(F)cc4)cs3)C2=N)cc1 | 2.7 | 0.1 | -4.6 | 11.8 | 105.0 | -3.2 | 0.1 | 0.3 | -1.0 | -10.3
O=c1[nH]c(N/N=C\c2ccc(F)cc2)nc2ccccc12 | -5.4 | 0.2 | -10.1 | 13.0 | 91.0 | -2.8 | -3.2 | -2.8 | -10.7 | -4.0
Cc1ccccc1NC(=O)CN1C(=O)NC(C)(CCc2ccccc2)C1=O (stereo not given) | -1.2 | -0.6 | -3.8 | 2.4 | 103.0 | -1.8 | 3.9 | 1.3 | 4.9 | -3.4
CCOc1ccc(CN2CCN(C(=O)c3ccco3)CC2)cc1 | 24.0* | 0.2 | -1.6 | 11.9 | 109.0 | 1.8 | -1.4 | -0.2 | 1.7 | -6.4
O=C(CSc1nnc(CNC(=O)c2ccccc2F)o1)NCc1ccccc1 | 1.8 | 0.3 | -4.8 | 0.3 | 101.0 | -21.6 | 2.4 | 1.5 | -10.2 | 2.8
Cc1ccsc1/C=N/NC(=O)c1ccc(-n2cccc2)cc1 | -10.8 | 0.3 | -1.0 | -0.6 | 95.0 | -2.4 | -5.4 | 2.9 | 1.5 | 5.8
CC(=O)c1c(C)[nH]c(C(=O)Nc2cc(C)cc(C)c2)c1C | -2.4 | 0.2 | 0.8 | -3.5 | 106.0 | 0.2 | 6.1 | -0.8 | -1.0 | .

Three compounds out of the list above, sorted by the number in N-glyco inh, lowest first.
Molecule | N-glyco inh
Cc1ccsc1/C=N/NC(=O)c1ccc(-n2cccc2)cc1 | -5.4
Cc1ccc(NC(=O)c2nc[nH]c2C(=O)NCCCNC(=O)c2[nH]cnc2C(=O)Nc2ccc(C)cc2)cc1 | 1.9
CC(=O)c1c(C)[nH]c(C(=O)Nc2cc(C)cc(C)c2)c1C | 6.1
